HEK293 NOD2/NF-kB: NOD2 signaling inhibitors, cell-based, luminescence, uHTS, HEK293 (AID 1566); HEK293 NOD2/NF-kB luciferase reporter, luminescence; higher % means a stronger effect; one-dose inhibition, % at 4 µM; EC50 in µM for titrated hits; hit rate 0.63% among 290,000; in the data active = inhibition above about 50%; also: many of its hits are not listed in these tables
NOD1 NF-kB reporter: NOD1 signaling inhibitors, primary screen, cell-based, luminescence, uHTS (AID 1578); one-dose inhibition, % at 4 µM; EC50 in µM for titrated hits; NOD1-driven NF-kB luciferase reporter cells, luminescence; higher % means a stronger effect; hit rate 1% among 290,000; in the data active = inhibition mostly above about 36%, no sharp cut-off; inactive = mostly below about 34%;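 also: HEK-293T reporter cells stimulated with the NOD1 agonist gamma-tri-DAP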
* = called active by the depositor. Only part of the results is shown; count on the stated rates, not on these rows.

Below each SMILES: HEK293 NOD2/NF-kB, NOD1 NF-kB reporter
CCc1cc2c(cc3c(=O)n(CC(=O)N4CCN(C)CC4)ncn32)s1
  8%, -20%
Oc1ccccc1Oc1ncc(Br)c(Cl)n1
  7%, 8%
O=C1CN(c2ccccc2)C(=S)N1C(=O)c1ccccc1
  -47%, -50%
COC(=O)N1C(=O)[C@](c2ccsc2)(C(C)C)N1C(=O)OC
  33%, -6%
CN(CC(=O)NC1CCCCCC1)S(=O)(=O)c1ccc(Br)cc1
  2%, -20%
Cc1ccc(S(=O)(=O)N(CC(=O)Nc2cccnc2)c2cccc([N+](=O)[O-])c2)cc1
  6%, -14%
CCCn1c(SCC(=O)Nc2nnc(C)s2)nnc1C1CC1
  2%, 8%
CCCCn1c(N)c(N(CC(C)C)C(=O)COC(=O)Cc2c(C)nc3ccccc3c2C)c(=O)[nH]c1=O
  -9%, -15%
O=C(Cc1ccccc1)Nc1ccc(NC(=O)c2ccccc2)c(Cl)c1
  16%, -35%
COc1cccc(-c2cc(C(=O)NC3CCCCC3)no2)c1
  -47%, -43%
Cc1ccc(S(=O)(=O)N2CCCCC2)cc1C(=O)N(C)CC(=O)Nc1ccc(Cl)c(C(F)(F)F)c1
  8%, -2%
Cc1ccccc1SCC(=O)NCCCn1ccnc1
  -2%, -23%
CC(=O)N1CCN(c2ccccc2NC(=O)c2ccc3ccccc3c2)CC1
  -7%, 39%
Cc1ccc(NC(=O)C2C3C=CC4(O3)C2C(=O)N(CCCN2CCOCC2)C4C(=O)NC2CCCCC2)cc1Cl (centres undefined)
  -1%, -35%
CCc1nn(C(C)C(=O)NCc2cccc(Cl)c2)c(=O)c2cc3occc3n12 (centres undefined)
  0%, -15%
Cc1cc(-c2ccc(C(C)C)c(S(=O)(=O)N3CCC(C)CC3)c2)on1
  13%, -14%
CCN1CCN(C(=O)C2CCN(S(=O)(=O)N3CCC4(CC3)OCCO4)CC2)CC1
  -11%, -22%
O=C(CNC(=O)COc1ccccc1)NCc1cccnc1
  -2%, -29%
COc1ccc(S(=O)(=O)c2c(O)c3ccc(C(=O)Nc4ccc(F)cc4)cc3[nH]c2=O)cc1
  22%, 31%
N=c1oc2ccccc2cc1C(=O)NCc1ccccc1
  -2%, -25%
COc1ccc(S(=O)(=O)N2CCCC(C(=O)NCC3CCCO3)C2)cc1OC (centres undefined)
  3%, -28%
COc1ccc(NC(=O)CSCc2ccc([N+](=O)[O-])cc2)cc1OC
  5%, -20%
COc1ccc(-c2nc(CS(=O)(=O)CC(=O)NCCCN3CCOCC3)c(C)o2)cc1
  4%, -2%
Cc1cc(C)cc(N(C(=O)c2csnn2)C(C(=O)NC2CCCC2)c2cccnc2)c1 (centres undefined)
  -5%, -5%
Cc1cc(C)n(CCC(=O)N2CCCC(Nc3ccc(F)cc3)C2)n1 (centres undefined)
  -4%, -22%
CCc1nn(C(C)C(=O)NCc2ccc(Cl)cc2)c(=O)c2cc3occc3n12 (centres undefined)
  20%, -4%
CC(=O)c1ccc(C(=O)NC2CCCN(Cc3ccccc3F)C2)s1 (centres undefined)
  8%, -13%
Cc1ccc(C)c(S(=O)(=O)N2CCN(C(=O)C(C)Sc3ccccc3)CC2)c1 (centres undefined)
  -12%, -25%
CCN(CC)CCNC(=O)C1(O)c2cc(Br)ccc2NC(=O)N1c1c(F)cccc1F (centres undefined)
  13%, 5%
O=C(CSc1ccc([N+](=O)[O-])cn1)Nc1ccccc1N1CCOCC1
  16%, -23%

Shown with bars between the fields: 15 of the compounds above.
mol | HEK293 NOD2/NF-kB | NOD1 NF-kB reporter
Cc1cc(-c2ccc(C(C)C)c(S(=O)(=O)N3CCC(C)CC3)c2)on1 | 13% | -14%
CCN1CCN(C(=O)C2CCN(S(=O)(=O)N3CCC4(CC3)OCCO4)CC2)CC1 | -11% | -22%
O=C(CNC(=O)COc1ccccc1)NCc1cccnc1 | -2% | -29%
COc1ccc(S(=O)(=O)c2c(O)c3ccc(C(=O)Nc4ccc(F)cc4)cc3[nH]c2=O)cc1 | 22% | 31%
N=c1oc2ccccc2cc1C(=O)NCc1ccccc1 | -2% | -25%
COc1ccc(S(=O)(=O)N2CCCC(C(=O)NCC3CCCO3)C2)cc1OC (centres undefined) | 3% | -28%
COc1ccc(NC(=O)CSCc2ccc([N+](=O)[O-])cc2)cc1OC | 5% | -20%
COc1ccc(-c2nc(CS(=O)(=O)CC(=O)NCCCN3CCOCC3)c(C)o2)cc1 | 4% | -2%
Cc1cc(C)cc(N(C(=O)c2csnn2)C(C(=O)NC2CCCC2)c2cccnc2)c1 (centres undefined) | -5% | -5%
Cc1cc(C)n(CCC(=O)N2CCCC(Nc3ccc(F)cc3)C2)n1 (centres undefined) | -4% | -22%
CCc1nn(C(C)C(=O)NCc2ccc(Cl)cc2)c(=O)c2cc3occc3n12 (centres undefined) | 20% | -4%
CC(=O)c1ccc(C(=O)NC2CCCN(Cc3ccccc3F)C2)s1 (centres undefined) | 8% | -13%
Cc1ccc(C)c(S(=O)(=O)N2CCN(C(=O)C(C)Sc3ccccc3)CC2)c1 (centres undefined) | -12% | -25%
CCN(CC)CCNC(=O)C1(O)c2cc(Br)ccc2NC(=O)N1c1c(F)cccc1F (centres undefined) | 13% | 5%
O=C(CSc1ccc([N+](=O)[O-])cn1)Nc1ccccc1N1CCOCC1 | 16% | -23%

Other entries
Below each SMILES: HEK293 NOD2/NF-kB, NOD1 NF-kB reporter
N=c1c(S(=O)(=O)c2ccccc2)cc2c(=O)n3ccccc3nc2n1CCCN1CCOCC1
  -8%, -31%
Cc1ccccc1NC(=O)CCCCC(=O)Nc1ccccc1C
  8%, -25%
O=C(NCc1ccccc1)C1CCC(=O)N(CC2CCCCC2)C1 (centres undefined)
  5%, 7%
Cn1ncc(Cl)c1C(=O)N1CCN(c2cccc(Cl)c2)CC1
  0%, -23%
COc1ccc(C(=O)NNC(=O)C2(C)CC2(Br)Br)cc1 (centres undefined)
  9%, -15%
O=C(NC1CCCC1)c1ccc(CS(=O)(=O)c2ccc(Cl)cc2)o1
  10%, -12%
COCCCN=CC1=C(O)CC(c2ccccc2)CC1=O (centres undefined)
  -4%, -6%
COc1ccc(CN2C(=O)c3cccnc3C2=O)cc1S(=O)(=O)N1CC(C)CC(C)C1 (centres undefined)
  -9%, -22%
O=C(Nc1ccnn1C1CCN(C(=O)c2cc(Cl)ccc2F)CC1)C1CCOC1 (centres undefined)
  -6%, -19%
O=C(CS(=O)(=O)c1ccccc1)Nc1nnc(Cc2ccccc2)s1
  5%, -34%
C/C(=N\NC(=O)Cc1ccccc1)c1ccc(Cl)s1
  9%, -19%
COc1ccc([N+](=O)[O-])c(OC)c1C(=O)NC(=O)Nc1c(C)cccc1C
  -3%, 1%
O=C(CN1C(=O)c2ccccc2C1=O)Nc1cccc(O)c1
  -2%, 28%
COc1ccc(C2/C(=C(/O)c3ccc(C)cc3)C(=O)C(=O)N2CCCN2CCOCC2)cc1 (centres undefined)
  10%, -9%
O=C(OCCN1CCCCC1)c1ccccc1F
  21%, 1%
CNC(=S)NNC(=O)c1cccn(Cc2cccc(C(F)(F)F)c2)c1=O
  -6%, -13%
O=C(Nc1ccc(S(=O)(=O)N2CCOCC2)cc1)c1cc([N+](=O)[O-])ccc1Cl
  -3%, -29%
COc1cc(NC(=O)CCN2CCN(C)CC2)cc(OC)c1
  -1%, -35%
COc1ccccc1N(CC(=O)NC1CCCC1)S(=O)(=O)c1ccc(C)cc1
  -9%, -16%
CC(C)C(C)NC(=O)Cn1cnc2c(oc3ccccc32)c1=O (centres undefined)
  3%, -40%
CC(C)(C)C1CCC(=O)N(CCOc2ccccc2)CC1 (centres undefined)
  -18%, 34%
CC(C)c1cc(C(=O)NNC(=S)NC2CCCCC2)cs1
  1%, -24%
CCOCCCNC(=O)c1cc2cc3cc(OC)ccc3nc2o1
  14%, -4%
O=C(c1cc2ccccc2o1)N1CCN(Cc2ccc3c(c2)OCO3)CC1
  24%, -14%
O=C(Cc1ccccc1)N1CCN(c2ccccc2F)CC1
  10%, -6%
COc1ccc(OC)c(CCNC(=O)CN2C(=O)COc3ccc(S(=O)(=O)N4CCOCC4)cc32)c1
  -6%, 0%
O=S(=O)(c1cnccc1N1CCN(CCO)CC1)N1CCCCC1
  -6%, 6%
COc1ccc(C(=O)N/C(=C\c2ccccc2)C(=O)Nc2ccc(C(=O)NCC(=O)O)cc2)cc1
  8%, -10%
CC(=O)Nc1ccc(NC(=S)NC(=O)/C=C/c2ccco2)cc1
  7%, 15%
O=C(NCc1ccc2c(c1)OCO2)Nc1ccc(Cl)cc1
  -34%, -56%
Cc1cccc(N(C(=O)CCC(=O)Nc2cc(C)on2)C(C(=O)NC2CCCC2)c2ccccc2)c1 (centres undefined)
  17%, -24%
CCOc1ccc(NC(=O)Cc2ccc(S(=O)(=O)N3CCOCC3)s2)cc1OCC
  12%, -22%
Cc1cc(Cn2ccnc2)c(C)c([N+](=O)[O-])c1Cn1ccnc1
  22%, 0%
NC(=O)CC(NC(=O)Cc1ccc(Br)cc1)c1ccc(N2CCC(N3CCCC3)CC2)c([N+](=O)[O-])c1 (centres undefined)
  4%, 4%
COc1ccc(-c2cc(-c3ccccc3)nc(NN)n2)cc1OC
  10%, -11%
Cc1ccc(CCNC(=O)c2ccc3nc4ccccc4c(=O)n3c2)cc1
  -16%, -14%
COc1ccccc1N(C(=O)c1ccco1)C(C(=O)NC1CCCCC1)c1cc(OC)c(OC)c(OC)c1 (centres undefined)
  -23%, 4%
COc1cc(/C=N/n2c(C)nc3ccccc3c2=O)ccc1O
  -4%, 11%
COc1cc(Cl)ccc1OCc1cc(C(=O)N(C)CCc2cnn(C)c2)no1
  -12%, -42%
O=C(NCCNc1ccc([N+](=O)[O-])cc1)c1ccccc1F
  8%, -17%
CCOC(=O)CNC(=S)N(Cc1ccco1)Cc1ccccc1Cl
  13%, 1%
O=C(/C=C/c1ccccc1[N+](=O)[O-])N1CCOCC1
  -1%, -36%
COc1ccc(CNC(=O)CCC(=O)n2ncc3cc(C)ccc32)cc1
  11%, 3%
O=C(Cc1ccccc1)NCC(=O)N1CCc2ccccc2C1
  -1%, -7%
N/C(=N\OC(=O)c1ccc([N+](=O)[O-])cc1)c1ccc(Br)cc1
  -12%, -19%
Cc1cccc(NC(=O)N2CCC(NC(=O)C3CCCCC3)CC2)c1
  -8%, 4%
O=[N+]([O-])c1ccccc1N/N=C/c1ccccc1
  -46%, -96%
Cc1c(Cl)cccc1NC(=O)CCN1C(=O)C2CC=CCC2C1=O (centres undefined)
  -4%, -31%
O=C(c1cc(Cl)ccc1Cl)N1CCc2ccccc21
  2%, -6%
O=C1c2ccccc2C(=O)C1c1ccc(Br)cc1
  -57%, -8%
Oc1c(Br)cc(Br)cc1C=Nc1cccnc1
  -39%, 67%*
CCOC(=O)CNS(=O)(=O)c1ccc(S(=O)(=O)NC2CC2)cc1
  11%, -19%
CCn1nc(C)c(CN2CCCCC2C(=O)Nc2ccc(Oc3cccnc3)cc2)c1C (centres undefined)
  2%, -4%
O=C(Cn1cccn1)N1CCCC(N2CCN(Cc3ccc4c(c3)OCO4)CC2)C1 (centres undefined)
  4%, -16%
CCOC(=O)c1c(S(=O)(=O)Nc2ccccn2)c(C)n(C)c1C
  7%, -12%
COC(=O)Cc1nc(NC(=O)c2cccs2)sc1C
  -10%, -10%
COC(=O)C1CCN(C(=O)c2oc3c(Cl)cc(C)cc3c2C)CC1
  -53%, -76%
CCOc1ccc2nc(N3CCCC(C(=O)NC4CCCC4)C3)sc2c1 (centres undefined)
  22%, -7%
CCCc1c(C(=O)N/N=C/c2cccc3ccccc23)nnn1-c1nonc1N
  30%, 14%
Cc1cc(=O)n2nc(N3CCCC(C(=O)NC4CCC(C)CC4)C3)sc2n1 (centres undefined)
  22%, -15%

Random excerpt: two records from the list.
Below each SMILES: HEK293 NOD2/NF-kB, NOD1 NF-kB reporter
O=C(Cc1ccccc1)NCC(=O)N1CCc2ccccc2C1
  -1%, -7%
CCOC(=O)c1c(S(=O)(=O)Nc2ccccn2)c(C)n(C)c1C
  7%, -12%

(cont.)
Below each SMILES: HEK293 NOD2/NF-kB, NOD1 NF-kB reporter
CCOc1ccccc1NS(=O)(=O)c1cc2c3c(c1)C(C)C(=O)N3CCC2 (centres undefined)
  14%, -15%
CC1=C(C(=O)OCc2ccccc2)C(c2ccccc2)NC(=O)N1 (centres undefined)
  2%, -13%
CCC(C(=O)N1CCCCCC1)n1nc(C)n2c(cc3occc32)c1=O (centres undefined)
  4%, -14%
Cc1[nH]c2ccccc2c1CCNC(=O)c1ccc2nccnc2c1
  6%, -25%
COC(=O)C1=CNC=C(C(=O)OC)C1c1cccc2ccccc12
  5%, -8%
Oc1ccc(O)c(/C(=N/Nc2ccccc2)c2ccccc2)c1
  3%, -5%
Cc1ccc(-n2nc3c(=O)n(CC(=O)NC4CCCCCC4)nc(C)c3c2C)cc1
  28%, 0%
O=C(NC1CCCc2ccccc21)N[C@@H](Cc1ccccc1)C(=O)O (some centres undefined)
  15%, -2%
COCCNC(=O)C1CCC(CNS(=O)(=O)c2ccc3c(c2)CC(C)N3C(=O)C2CC2)CC1 (centres undefined)
  -4%, -2%
COc1ccc(N(C(=O)c2snc(C(N)=O)c2N)C(C(=O)NC2CCCCC2)c2ccc(F)cc2)c(OC)c1 (centres undefined)
  -21%, 45%
Cc1nc(SCc2ccc([N+](=O)[O-])cc2)n[nH]1
  8%, -5%
Cc1cccc(NC(=O)CCNS(=O)(=O)c2ccc(Cl)cc2)c1
  -8%, 11%
CC1CCCC(NC(=O)c2ccc3snnc3c2)C1C (centres undefined)
  0%, -16%
CC(CN1CCN(C)CC1)OC(=O)c1cccc(F)c1 (centres undefined)
  12%, -9%
